HSF1 inh – HSF1 inhibition; NIH3T3-HGL HSE-luciferase, MG132-induced, luminescence 8 h; hits give low values; activity change, negative = inhibition, % at 7.5 µM (by protocol); actives 0.77% (n = 300,000);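 active = more than half of replicate wells show activity change below -50%, luminescence cut by over half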;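 note: luciferase reports HSF-1 transcriptional activity via heat shock element; 0% = median of DMSO wells and -100% = zero luminescence signal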
HSF-1 act – increases HSF-1 driven luciferase reporter signal. NIH3T3-HGL HSF-1 luciferase reporter, MG132, 8 h; 100% = twice DMSO control signal. activation, % at 9 µM. actives 1.7% (n = 300,000);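 active = mean replicate activation of at least 50% with a set share of replicates each reaching 50%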;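 note: 0% = median of the neutral control wells and 100% = twice that signal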
SKKanGAS inh – inhibitors of SKKanGAS S. pyogenes growth in kanamycin (SK-promoter or general growth effect); BacTiter-Glo, 6 h; inhibition, % at 7.5 µM; actives 1.3% (n = 300,000); AID 1662;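 active = mean replicate score, as percent of positive control median, at least 50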;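 note: strain carries kanamycin resistance gene driven by streptokinase promoter and grows in 40 µg/ml kanamycin; loss of luminescence reflects streptokinase promoter inhibition or plain growth inhibition; 0% = median of DMSO wells and 100% = positive control at its reference dose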
KLF5 inh – suppresses KLF5 promoter-driven expression; DLD-1 KLF5 promoter-luciferase reporter, luminescence; inhibition, % at 5 µM; actives 0.23% (n = 290,000);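 active = inhibition above a per-plate limit of that plate's mean compound inhibition plus 3 SD, cut at about 60% in these data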;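 note: 0% = DMSO wells and 100% = LY294002 at 200 µM; higher means less KLF5 promoter-driven luciferase light; inactives centre near -14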
IEC-6 cytotox – IEC-6 cytotoxicity, counter-screen for KLF5 inhibitors | actives 0.78% (n = 290,000) | luminescence viability | inhibition, % at 5 µM; in the data active = inhibition above about 22%;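 note: 0% = plate median of test compound wells and 100% = cytotoxic reference compound wells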
AI-2 QS mod – modulators of Vibrio harveyi AI-2 quorum sensing system; Vibrio harveyi JMH597 AI-2 luminescence/OD600 ratio, 9 h; hits give low values; strain lacks LuxN and CqsS sensors; 0 = neutral-control median; actives 0.4% (n = 300,000); activity change, % at 7.5 µM; AID 2094; in the data active = activity change below about -75%, passing the limit was not always enough;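 note: luminescence divided by OD600 gain over 9 h not by final OD600 alone; inactives centre near 13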
aSyn 5UTR inh – 5' untranslated region of α-synuclein, MLPCN primary screen; alpha-synuclein 5'UTR reporter, inhibitor activity; actives 0.82% (n = 300,000); inhibition, % (tested at 7.5 µM); in the data active = inhibition above about 60%;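 note: H4 neuroglioblastoma cells stably carrying SNCA 5'UTR luciferase fusion; 0% = DMSO wells and 100% = positive control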
Platelet DG rel – platelet dense granule release activity | human platelet-rich plasma, SFLLRN dense granule ATP release, luminescence | inhibition, %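 (compounds screened at 7.5 µM in platelet-rich plasma)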 | AID 1663 | actives 0.22% (n = 300,000);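 active = mean replicate score, as percent of positive control, at or above 50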
HSP90 inh – inhibitors of HSP90 luciferase refolding in rabbit reticulocyte lysate | luciferase refolding luminescence, 3 h | inhibition, % at 5.6 µM | actives 0.91% (n = 290,000) | AID 1789;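 active = inhibition above the screen-wide mean plus 3 SD, computed separately per campaign, cut at about 16% in these data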;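 note: 0% = DMSO wells and 100% = 60 µM geldanamycin wells; inhibitors lower the luminescence because luciferase stays unfolded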
HIF act – HIF pathway transcriptional activation; U2OS HRE-luciferase reporter, luminescence; normalized: DMSO 0%, desferrioxamine 100%; activation, % at 7.5 µM (by protocol); actives 0.32% (n = 300,000);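 active = mean activation of at least 10% of the iron chelator positive control signal, with at least half of replicates also reaching 10%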
The depositor's hits bear a star.

The opening 3 entries as a preview:
Screening COc1cc(C(=O)NCCCNc2ccc([N+](=O)[O-])cc2)cc(OC)c1OC returned HSF1 inh 0, HSF-1 act 18, SKKanGAS inh -11, KLF5 inh -14, IEC-6 cytotox 3, AI-2 QS mod 26, aSyn 5UTR inh -2, Platelet DG rel -1, HSP90 inh 0 and HIF act -0.3.
`O=C(c1ccc(Cl)c(S(=O)(=O)N2CCOCC2)c1)N1CCN(c2ccccc2F)CC1` gave HSF1 inh -10, HSF-1 act -4, SKKanGAS inh -2, KLF5 inh -18, IEC-6 cytotox 2, AI-2 QS mod 15, aSyn 5UTR inh 17, Platelet DG rel -6, HSP90 inh -5 and HIF act -0.5.
For O=C(CN1C(=O)C2CC=CCC2C1=O)Nc1ccc(-c2nnc3n2CCCCC3)cc1 (configuration not stated) the results were HSF1 inh -6, HSF-1 act -13, SKKanGAS inh -3, KLF5 inh 16, IEC-6 cytotox -2, AI-2 QS mod 12, aSyn 5UTR inh -32, Platelet DG rel 1, HSP90 inh 3 and HIF act 0.0.

All compounds of this part, from the first entry:
Screening COc1cc(C(=O)NCCCNc2ccc([N+](=O)[O-])cc2)cc(OC)c1OC returned HSF1 inh 0, HSF-1 act 18, SKKanGAS inh -11, KLF5 inh -14, IEC-6 cytotox 3, AI-2 QS mod 26, aSyn 5UTR inh -2, Platelet DG rel -1, HSP90 inh 0 and HIF act -0.3.
`O=C(c1ccc(Cl)c(S(=O)(=O)N2CCOCC2)c1)N1CCN(c2ccccc2F)CC1` gave HSF1 inh -10, HSF-1 act -4, SKKanGAS inh -2, KLF5 inh -18, IEC-6 cytotox 2, AI-2 QS mod 15, aSyn 5UTR inh 17, Platelet DG rel -6, HSP90 inh -5 and HIF act -0.5.
For O=C(CN1C(=O)C2CC=CCC2C1=O)Nc1ccc(-c2nnc3n2CCCCC3)cc1 (configuration not stated) the results were HSF1 inh -6, HSF-1 act -13, SKKanGAS inh -3, KLF5 inh 16, IEC-6 cytotox -2, AI-2 QS mod 12, aSyn 5UTR inh -32, Platelet DG rel 1, HSP90 inh 3 and HIF act 0.0.
`CC(=O)C1=C(O)C(=O)N(Cc2cccnc2)C1c1ccc(Cl)cc1` (configuration not stated) gave HSF1 inh -3, HSF-1 act 20, SKKanGAS inh -9, KLF5 inh -17, IEC-6 cytotox -2, AI-2 QS mod 3, aSyn 5UTR inh -5, Platelet DG rel -4, HSP90 inh 6 and HIF act 0.1.
Screening CCOc1ccc(-n2cnc3scc(-c4ccc(OC)c(OC)c4)c3c2=O)cc1 returned HSF1 inh -2, HSF-1 act -8, SKKanGAS inh 5, KLF5 inh -8, IEC-6 cytotox -10, AI-2 QS mod 3, aSyn 5UTR inh 20, Platelet DG rel 3, HSP90 inh 1 and HIF act -1.0.
Screening Cc1cc(C)cc(N(C(C)C(=O)N2CCCCC2)S(C)(=O)=O)c1 (configuration not stated) returned HSF1 inh -3, HSF-1 act 1, SKKanGAS inh -3, KLF5 inh -6, IEC-6 cytotox 2, AI-2 QS mod 15, aSyn 5UTR inh -9, Platelet DG rel 13, HSP90 inh -5 and HIF act -0.2.
O=C(COC(=O)c1ccccn1)NCc1cccs1 was read as HSF1 inh 0, HSF-1 act -13, SKKanGAS inh -8, AI-2 QS mod 14, aSyn 5UTR inh -7, Platelet DG rel 4 and HIF act 0.1.
For COc1ccc(C(=O)Cn2c3ccccc3n3nc(CCC(=O)O)c(=O)nc23)cc1OC the results were HSF1 inh 0, HSF-1 act -8, SKKanGAS inh 0, KLF5 inh 0, IEC-6 cytotox 0, AI-2 QS mod 20, aSyn 5UTR inh 22, Platelet DG rel -1, HSP90 inh 5 and HIF act -0.3.
`Cc1ccc(C2CC(C(F)(F)F)n3nc(C(=O)NCc4c(C)nn(C)c4C)c(Cl)c3N2)cc1` (configuration not stated) gave HSF1 inh -8, HSF-1 act -14, SKKanGAS inh 6, KLF5 inh -11, IEC-6 cytotox 1, AI-2 QS mod 18, aSyn 5UTR inh 2, Platelet DG rel -15, HSP90 inh 3 and HIF act 4.1.
`CN1CCN(C(c2ccc(Cl)cc2)c2cc(Cl)c3cccnc3c2O)CC1` (configuration not stated) gave HSF1 inh 82, HSF-1 act 79*, SKKanGAS inh 101*, KLF5 inh 51, IEC-6 cytotox 6, AI-2 QS mod -122*, aSyn 5UTR inh 77*, Platelet DG rel 0, HSP90 inh 11 and HIF act 4.8.
For CC(Sc1ccccc1)C(=O)N1CCN(S(=O)(=O)c2ccccc2F)CC1 (configuration not stated) the results were HSF1 inh 1, HSF-1 act 19, SKKanGAS inh 1, KLF5 inh -32, IEC-6 cytotox -6, AI-2 QS mod 20, aSyn 5UTR inh 7, Platelet DG rel 1, HSP90 inh -4 and HIF act 0.2.
CC(=O)N1c2ccc(S(=O)(=O)NCC3CCC(C(=O)NCc4ccccc4)CC3)cc2CC1C (configuration not stated) was read as HSF1 inh -3, HSF-1 act 4, SKKanGAS inh 4, KLF5 inh -24, IEC-6 cytotox 1, AI-2 QS mod -1, aSyn 5UTR inh 11, Platelet DG rel 8, HSP90 inh 1 and HIF act -0.4.
`Cc1ccc(NC(=O)C2(N3CCC3=O)CCCCC2)cc1` gave HSF1 inh 2, HSF-1 act 10, SKKanGAS inh -17, KLF5 inh -8, IEC-6 cytotox 3, AI-2 QS mod 14, aSyn 5UTR inh 2, Platelet DG rel -11, HSP90 inh -2 and HIF act -0.7.
Cc1c(NC(=O)C(C)OC(=O)CCc2ccccc2)c(=O)n(-c2ccccc2)n1C (configuration not stated) was read as HSF1 inh -6, HSF-1 act -5, SKKanGAS inh 1, KLF5 inh -5, IEC-6 cytotox -11, AI-2 QS mod 11, aSyn 5UTR inh 6, Platelet DG rel 3, HSP90 inh -9 and HIF act 0.1.
Screening CCC(=O)c1ccc(N2CCN(C(=O)c3cc([N+](=O)[O-])ccc3N3CCN(C)CC3)CC2)c(F)c1 returned HSF1 inh -2, HSF-1 act 9, SKKanGAS inh 1, KLF5 inh 8, IEC-6 cytotox 6, AI-2 QS mod 14, aSyn 5UTR inh -9, Platelet DG rel 4, HSP90 inh 4 and HIF act -0.5.
Screening O=C(CSCc1ccc(Br)cc1)NCCc1ccccc1 returned HSF1 inh -3, HSF-1 act -3, SKKanGAS inh -3, KLF5 inh -9, IEC-6 cytotox -7, AI-2 QS mod 5, aSyn 5UTR inh 4, Platelet DG rel 2, HSP90 inh -1 and HIF act 0.5.
Screening CCN(CC(=O)Nc1ccc(N2CCOCC2)cc1)C(=O)c1ccc(C#N)cc1 returned HSF1 inh -1, HSF-1 act -9, SKKanGAS inh 5, KLF5 inh 5, IEC-6 cytotox -2, AI-2 QS mod 10, aSyn 5UTR inh 9, Platelet DG rel 3, HSP90 inh -3 and HIF act 0.8.
For C/C(=N/NC(=O)Cc1ccccc1)c1ccc(C)s1 the results were HSF1 inh 18, HSF-1 act 28, SKKanGAS inh 0, KLF5 inh -19, IEC-6 cytotox -2, AI-2 QS mod 0, aSyn 5UTR inh -37, Platelet DG rel -5, HSP90 inh -1 and HIF act 0.8.
COc1ccccc1N1CCN(C(=O)C(Cc2ccccc2)NC(=O)C2CCCCC2)CC1 (configuration not stated) was read as HSF1 inh 3, HSF-1 act 24, SKKanGAS inh 2, KLF5 inh -23, IEC-6 cytotox 0, AI-2 QS mod 16, aSyn 5UTR inh 17, Platelet DG rel 0, HSP90 inh -2 and HIF act -1.4.
For CN(C)CCNc1nc2c(c(=O)[nH]c(=O)n2C)n1CCCc1ccccc1 the results were HSF1 inh 4, HSF-1 act 5, SKKanGAS inh -6, KLF5 inh 17, IEC-6 cytotox -1, AI-2 QS mod -1, aSyn 5UTR inh 6, Platelet DG rel 5, HSP90 inh -3 and HIF act 0.0.
Screening Cn1nnnc1SCC(=O)NCCCc1ccccc1 returned HSF1 inh -8, HSF-1 act 0, SKKanGAS inh 2, KLF5 inh -36, IEC-6 cytotox 2, AI-2 QS mod 14, aSyn 5UTR inh 19, Platelet DG rel 4, HSP90 inh -2 and HIF act -6.9.
For COc1ccc(CCCc2nnc(SCC(=O)Nc3nc(C)cs3)n2C)cc1C the results were HSF1 inh -4, HSF-1 act 2, SKKanGAS inh -4, KLF5 inh -1, IEC-6 cytotox 1, AI-2 QS mod 2, aSyn 5UTR inh 4, Platelet DG rel 2, HSP90 inh 3 and HIF act 0.0.
CCOC(=O)c1ccc(S(=O)(=O)NNC(=O)c2cccc(N(C)C)c2)cc1 was read as HSF1 inh -5, HSF-1 act -15, SKKanGAS inh -5, KLF5 inh -19, IEC-6 cytotox 0, AI-2 QS mod 29, aSyn 5UTR inh -6, Platelet DG rel 3, HSP90 inh -1 and HIF act 1.1.
Cc1ccc(-n2c(-c3ccc(Cl)cc3)c[n+]3c2CCC3)cc1 was read as HSF1 inh 2, HSF-1 act 8, SKKanGAS inh 3, KLF5 inh 4, IEC-6 cytotox -6, AI-2 QS mod 21, aSyn 5UTR inh -4, Platelet DG rel -35, HSP90 inh 1 and HIF act 0.3.
`CCc1ccc(OCc2nnc(SCC(=O)N3CCN(c4ccccc4)CC3)o2)cc1` gave HSF1 inh 2, HSF-1 act 26, SKKanGAS inh -4, KLF5 inh -40, IEC-6 cytotox -2, AI-2 QS mod 14, aSyn 5UTR inh -5, Platelet DG rel 0, HSP90 inh 3 and HIF act -0.7.
`Cc1cc(C)c(C(=O)c2ccc(C(=O)NC(C)(C)C)cc2)c(C)c1` gave HSF1 inh -6, HSF-1 act 17, SKKanGAS inh 2, KLF5 inh -4, IEC-6 cytotox -3, AI-2 QS mod 13, aSyn 5UTR inh 12, Platelet DG rel -5, HSP90 inh -1 and HIF act 0.2.
`C[C@H](NC(=O)C1CC(=O)N(c2ccc(F)cc2)C1)C(=O)N1CCCCC1` (some centres not stated) gave HSF1 inh -5, HSF-1 act -13, SKKanGAS inh 12, KLF5 inh -7, IEC-6 cytotox -3, AI-2 QS mod -19, aSyn 5UTR inh -10, Platelet DG rel -6, HSP90 inh -2 and HIF act -0.3.
For O=C(c1cccc(C(F)(F)F)c1)C1CCCN(C(=O)CN2CCCC2=O)C1 (configuration not stated) the results were SKKanGAS inh 0, KLF5 inh -7, IEC-6 cytotox 4, AI-2 QS mod 9, Platelet DG rel 3 and HSP90 inh 2.
`CC(C)(C)NC(=O)CSc1nc2ccccc2n1-c1ccccc1` gave HSF1 inh -4, HSF-1 act 5, SKKanGAS inh 1, KLF5 inh 3, IEC-6 cytotox -13, AI-2 QS mod 4, aSyn 5UTR inh 3, Platelet DG rel -4, HSP90 inh 7 and HIF act -0.3.
For Cc1ccc(/C=N/NC(=O)CNC(=O)c2ccc(C)c([N+](=O)[O-])c2)o1 the results were HSF1 inh -5, HSF-1 act 15, SKKanGAS inh 0, KLF5 inh -17, IEC-6 cytotox -2, AI-2 QS mod 16, aSyn 5UTR inh 25, Platelet DG rel -1, HSP90 inh -4 and HIF act -0.2.
For CCOc1ccc2[nH]c(=O)c(CN(Cc3ccc(C)cc3)C(=O)N3CCCC3)cc2c1 the results were HSF1 inh 0, HSF-1 act 19, SKKanGAS inh -8, KLF5 inh -17, IEC-6 cytotox 1, AI-2 QS mod 24, aSyn 5UTR inh -13, Platelet DG rel 0, HSP90 inh 0 and HIF act 0.6.
`CCn1c(C(O)c2ccc(C)cc2)nc2ccccc21` (configuration not stated) gave HSF1 inh -7, HSF-1 act 5, SKKanGAS inh 4, KLF5 inh -35, IEC-6 cytotox 0, AI-2 QS mod 30, aSyn 5UTR inh 24, Platelet DG rel -1, HSP90 inh 3 and HIF act -0.3.

Screening results deposited in PubChem by several laboratories.
